Screening data from PubChem.
ADAM10 inh – human ADAM10 inhibitors, primary screen, biochemical, QFRET, HTS; recombinant ADAM10, EDANS/DABCYL FRET peptide cleavage, 3 h; inhibition, % at 7 µM; AID 720582, 2013; 0.62% of 370,000 active;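 active = inhibition above a per-campaign cutoff equal to the mean of compounds falling between control-based bounds plus 3 SD, cut at about 20% in these data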;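 note: 0% = DMSO wells while the 100% control is not disclosed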
hcDAF12 agonist – H. contortus DAF-12 nuclear receptor activators, primary screen, cell-based, luminescence, HEK293, lit1-tk-luc reporter. HEK293 hcDAF-12 lit1-tk-luc reporter; 0% DMSO, 100% Δ7-dafachronic acid. activation, % at 6.8 µM. 1.4% of 370,000 active. AID 652067, 2013;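 active = activation above the mean of all tested compounds plus 3 SD, cut at about 5.5% in these data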;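 note: 100% = response to 3 µM Δ7-dafachronic acid high control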
DAX1 inh-1 – DAX1 (NR0B1) inhibitors, primary screen, cell-based, HEK293, Gal4-DAX1, luciferase luminescence; Nuclear receptor subfamily 0 group B member 1 (Homo sapiens), P51843; HEK293 Gal4-DAX1 luciferase reporter; inhibition, % at 6.75 µM; 0.99% of 340,000 active; AID 504766, 2011;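 active = inhibition above the mean over all tested compounds plus 3 SD, cut at about 4.2% in these data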;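 note: 0% = DAX1-transfected cells with DMSO and 100% = empty-vector control cells with DMSO; inhibition shows as a rise in luminescence from relieved DAX1 repression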
Target sequence (P51843 207-470 limits assumed): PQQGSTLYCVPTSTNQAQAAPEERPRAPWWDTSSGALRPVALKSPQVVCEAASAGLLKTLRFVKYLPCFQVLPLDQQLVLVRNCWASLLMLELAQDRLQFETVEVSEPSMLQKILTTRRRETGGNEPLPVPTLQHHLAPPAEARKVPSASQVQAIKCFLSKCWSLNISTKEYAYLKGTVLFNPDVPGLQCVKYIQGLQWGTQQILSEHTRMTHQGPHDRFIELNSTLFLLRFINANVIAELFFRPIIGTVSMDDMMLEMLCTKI
HGIII-sPLA2 inh – human group III sPLA2 inhibitors, primary screen, biochemical, QFRET, BODIPY PC-A2 liposome substrate; 0.56% of 370,000 active; AID 743126, 2013; QFRET BODIPY PC-A2 liposome hydrolysis, fluorescence; inhibition, % at 12.2 µM;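 active = inhibition above mean plus 3 SD of compounds lying within the high and low control bounds, cut at about 19% in these data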;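 note: 0% = median of test compound wells and 100% = no enzyme DMSO wells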
Target sequence (Q9NZ20 whole entry, looked up): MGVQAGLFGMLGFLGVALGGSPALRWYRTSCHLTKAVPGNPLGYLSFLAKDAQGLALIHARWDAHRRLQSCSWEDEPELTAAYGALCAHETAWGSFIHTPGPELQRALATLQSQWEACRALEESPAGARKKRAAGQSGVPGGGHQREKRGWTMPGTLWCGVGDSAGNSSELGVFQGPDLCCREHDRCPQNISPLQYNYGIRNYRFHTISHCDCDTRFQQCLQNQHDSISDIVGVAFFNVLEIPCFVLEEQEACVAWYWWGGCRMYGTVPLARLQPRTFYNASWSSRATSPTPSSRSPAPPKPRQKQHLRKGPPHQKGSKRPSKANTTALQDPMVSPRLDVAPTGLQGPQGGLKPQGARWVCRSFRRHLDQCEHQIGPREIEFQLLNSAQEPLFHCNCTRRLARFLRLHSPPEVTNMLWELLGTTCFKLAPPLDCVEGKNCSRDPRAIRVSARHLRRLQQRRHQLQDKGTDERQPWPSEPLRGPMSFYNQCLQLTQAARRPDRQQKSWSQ
DAX1 inh-2 – DAX1 (NR0B1) inhibitors on StAR promoter, primary screen, cell-based, luminescence, SF-1 (NR5A1), full-length DAX-1; HEK293T StAR-luciferase reporter, SF-1/DAX-1 repression relief; AID 652010, 2013; inhibition, % at 6.8 µM; 1.1% of 370,000 active;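 active = inhibition above the mean over all tested compounds plus 3 SD, cut at about 3.6% in these data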;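 note: 0% = DAX-1 cells with DMSO and 100% = cells lacking DAX-1 with DMSO; higher inhibition means more luminescence from relief of DAX-1 repression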
GAA850 FXN act – FXN promoter activators, primary screen, cell-based, luciferase luminescence, HEK293 lucGAA850. HEK293 lucGAA850 FXN promoter luciferase reporter, 24 h; percent of 10 µM SAHA response. activation, % at 6 µM. 0.56% of 360,000 active. AID 540364, 2011;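 active = activation above the average of all compounds screened plus 3 SD, cutoff fixed separately per campaign, cut at about 7.5% in these data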;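 note: 0% = DMSO wells and 100% = 10 µM SAHA wells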
ssDAF-12 act – S. stercoralis DAF-12 nuclear receptor activators, primary screen, cell-based, luminescence, HEK293, GRIP1 co-expression, lit1-tk-luc. Nuclear hormone receptor DAF-12 (Strongyloides stercoralis). HEK293 ssDAF-12/GRIP1 lit1-tk-luc reporter; % of 3 µM dafachronic acid response. activation, % at 6.8 µM. 1% of 370,000 active. AID 652126, 2013;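 active = activation above the mean over all tested compounds plus 3 SD, cut at about 0.9% in these data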;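 note: 0% = DMSO-only wells and 100% = 3 µM delta7-dafachronic acid wells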
GC-A act – GC-A stimulated cGMP production enhancers – HEK293 GC-A cells, cGMP TR-FRET, EC30 ANP, primary screen | Atrial natriuretic peptide receptor 1 (Homo sapiens), P16066 | 0% at EC30 ANP, 100% saturating ANP | activation, % at 10 µM | 0.14% of 370,000 active | AID 1671463, 2021; in the data active = activation above about 40%
hgDAF-12 ag – H. glycines DAF-12 receptor agonists, primary screen, cell-based, luminescence, HEK293, GAL4 fusion, UAS-luciferase; Nuclear hormone receptor DAF-12 (Heterodera glycines), GAL4 fusion; HEK293 GAL4-hgDAF12 UAS-luciferase reporter, agonist luminescence; normalized to butyrate control; activation, % at 6.8 µM; 1.8% of 370,000 active;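 active = activation above a cutoff set at the mean of all screened compounds plus 3 SD, cut at about 10% in these data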;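 note: 0% = DMSO wells and 100% = sodium butyrate wells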
SMARCA2 act – SMARCA2 (BRM) function activators, primary screen, cell-based, luminescence, high throughput | AID 652017, 2013 | activation, % at 9.1 µM | MG213 cells, MMTV-luciferase reporter, dexamethasone, overnight | 1% of 370,000 active; in the data active = activation above about 7.8%;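 note: 0% = vehicle wells and 100% = reference activator wells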
NPR2 activator – human GC-B receptor activators, primary screen, HEK293 GC-B cells, cGMP TR-FRET, EC30 CNP | Atrial natriuretic peptide receptor 2 (Homo sapiens), P20594 | 0% at EC30 CNP, 100% saturating CNP | activation, % at 10 µM | 0.11% of 370,000 active;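 active = activation at 10 µM reaching about 35% in either raw or pattern-adjusted values, limit read from the data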
* marks the source's active call; other numbers are inactive results; x = not tested or not shown. This is a random part of the collection; overall some 6.6% were active at least once.

SMILES	ADAM10 inh	hcDAF12 agonist	DAX1 inh-1	HGIII-sPLA2 inh	DAX1 inh-2	GAA850 FXN act	ssDAF-12 act	GC-A act	hgDAF-12 ag	SMARCA2 act	NPR2 activator
O=C(CNS(=O)(=O)c1cccs1)N1CCCCC1	-8	-0.4	0.2	4	-0.3	1.5	-0.6	0	-0.2	0	3
O=C(NCCOc1ccccc1)C(c1ccccc1)c1ccccc1	3	-1.1	-0.9	-10	-0.1	-3.9	-1.2	-5	-0.1	-2	-6
COc1cccc(N2CCN(CC(=O)N(C)Cc3ccccc3Cl)CC2)c1	-7	-1.7	x	4	-0.5	x	-1.4	-1	-2.8	-3	-1
COc1cc(OC)c(NC(=O)CCNS(=O)(=O)c2cc(Br)cnc2N)cc1Cl	-2	-0.5	0.2	-18	-0.6	0.6	-0.8	-9	-1.1	1	-18
CC(Sc1cccc[n+]1[O-])C(=O)Nc1ccc([N+](=O)[O-])cc1Cl (stereo not given)	8	0.0	0.3	0	0.7	-0.3	-0.7	2	3.0	1	1
COc1cccc(/C=N/NC(=O)C(=O)NCc2ccco2)c1O	1	-1.7	-1.1	-9	-0.7	-1.4	-0.9	1	-2.6	1	0
CNC(=O)C12CC3CC(CC(Cl)(C3)C1)C2	1	-0.3	1.7	6	0.0	1.3	-1.2	1	3.0	-1	4
O=C(Nc1ccc2c(c1)OCO2)c1ccc(=O)[nH]n1	-8	0.8	-1.1	-10	1.6	5.6	-1.2	-4	3.4	2	-6
COc1ccc(CCNC(=O)C2CCN(C(=O)c3ccc(C(C)(C)C)cc3)CC2)cc1OC	0	0.7	-0.2	-9	-0.4	2.8	-0.8	-3	1.6	1	5
Cc1cccc(-c2cccc3c4c([nH]c23)[C@@H]2C[C@H](N(C)C(=O)C3CCCCC3)[C@H]([C@H](C)O)CN2CC4)c1	-30	1.6	x	3	0.2	x	-1.4	-3	-2.6	4	4

Ordered by length of the SMILES (descending): part of the list above
SMILES	ADAM10 inh	hcDAF12 agonist	DAX1 inh-1	HGIII-sPLA2 inh	DAX1 inh-2	GAA850 FXN act	ssDAF-12 act	GC-A act	hgDAF-12 ag	SMARCA2 act	NPR2 activator
Cc1cccc(-c2cccc3c4c([nH]c23)[C@@H]2C[C@H](N(C)C(=O)C3CCCCC3)[C@H]([C@H](C)O)CN2CC4)c1	-30	1.6	x	3	0.2	x	-1.4	-3	-2.6	4	4
COc1cc(OC)c(NC(=O)CCNS(=O)(=O)c2cc(Br)cnc2N)cc1Cl	-2	-0.5	0.2	-18	-0.6	0.6	-0.8	-9	-1.1	1	-18
COc1cccc(N2CCN(CC(=O)N(C)Cc3ccccc3Cl)CC2)c1	-7	-1.7	x	4	-0.5	x	-1.4	-1	-2.8	-3	-1
COc1cccc(/C=N/NC(=O)C(=O)NCc2ccco2)c1O	1	-1.7	-1.1	-9	-0.7	-1.4	-0.9	1	-2.6	1	0
O=C(NCCOc1ccccc1)C(c1ccccc1)c1ccccc1	3	-1.1	-0.9	-10	-0.1	-3.9	-1.2	-5	-0.1	-2	-6
CNC(=O)C12CC3CC(CC(Cl)(C3)C1)C2	1	-0.3	1.7	6	0.0	1.3	-1.2	1	3.0	-1	4

Further results follow:
SMILES	ADAM10 inh	hcDAF12 agonist	DAX1 inh-1	HGIII-sPLA2 inh	DAX1 inh-2	GAA850 FXN act	ssDAF-12 act	GC-A act	hgDAF-12 ag	SMARCA2 act	NPR2 activator
CC(C)N1CC(O)=C(c2ccccc2)C1=N	-9	0.3	0.5	-6	0.0	0.0	-1.9	0	2.1	3	-1
CCOC(=O)C1=C(c2ccccc2)NC(SC)=C(C#N)C1c1ccco1 (stereo not given)	5	-0.5	-1.0	-16	-0.8	-2.9	-1.0	-26	-2.1	-3	-18
O=C(Cn1nc(-c2ccc(Cl)cc2)ccc1=O)NCCCN1CCN(Cc2ccccc2)CC1	-7	-3.0	-1.5	-16	-0.4	-1.0	-1.9	-9	-0.1	0	-15
CC(Oc1cc(Cl)ccc1Cl)C(=O)N/N=C\c1ccnn1C (stereo not given)	-3	-1.8	-0.1	1	-0.6	-1.3	-1.5	1	0.1	-1	2
COc1ccc(NC(=O)CCCn2c(=O)c3sccc3n(Cc3cccc(C)c3)c2=O)cc1	2	1.0	-0.9	19	0.8	0.5	-0.6	-3	4.2	-2	8
CCN(CC)C(=O)c1sc(NC(=O)Cc2ccccc2)c(C#N)c1C	-11	-2.1	-0.7	-3	-0.2	2.3	-1.0	22	-2.3	-1	27
Cc1cc(NC(=O)COc2cc(F)cc(F)c2)n(-c2ccccc2)n1	-7	-1.5	x	5	-2.3	x	-1.8	1	3.3	5	4
O=C(CN(Cc1ccco1)C(=O)c1nsc(Cl)c1Cl)NC1CCCCC1	-2	0.3	-0.7	-5	0.1	1.3	-1.2	x	-3.2	-1	x
COCCCn1c(SCC(=O)N2CCOCC2)nnc1-c1ccco1	-5	-1.9	1.5	2	0.3	1.2	-0.6	0	1.7	3	2
CC(C)COC(=O)C1C(=O)CC(C)(O)C(C(=O)OCC(C)C)C1c1cccnc1 (stereo not given)	-14	-0.1	-0.1	-12	-1.0	1.0	-1.6	4	1.8	-3	1

Fetched one by one from the list above (two):
SMILES	ADAM10 inh	hcDAF12 agonist	DAX1 inh-1	HGIII-sPLA2 inh	DAX1 inh-2	GAA850 FXN act	ssDAF-12 act	GC-A act	hgDAF-12 ag	SMARCA2 act	NPR2 activator
COc1ccc(NC(=O)CCCn2c(=O)c3sccc3n(Cc3cccc(C)c3)c2=O)cc1	2	1.0	-0.9	19	0.8	0.5	-0.6	-3	4.2	-2	8
CCOC(=O)C1=C(c2ccccc2)NC(SC)=C(C#N)C1c1ccco1 (stereo not given)	5	-0.5	-1.0	-16	-0.8	-2.9	-1.0	-26	-2.1	-3	-18

Later entries.
SMILES	ADAM10 inh	hcDAF12 agonist	DAX1 inh-1	HGIII-sPLA2 inh	DAX1 inh-2	GAA850 FXN act	ssDAF-12 act	GC-A act	hgDAF-12 ag	SMARCA2 act	NPR2 activator
O=C(C(=O)N1CCc2ccccc2C1)c1cn(CC(=O)N2CCOCC2)c2ccccc12	-6	0.2	0.5	18	-0.5	-0.8	1.8*	5	-0.4	-2	9
CC[C@H](C)[C@H]1CNC(=O)C(=O)N1CC1CCN(CC(C)C)CC1	-7	-1.6	x	8	-1.2	x	-1.1	1	-1.3	-3	11
COc1ccccc1NC(=O)NC(=O)c1ccccc1	10	11*	-0.4	-1	0.4	5.0	0.7	12	9.0	7	4
CCc1nc(N)c(C#N)c(-c2cccc3ccccc23)c1C	-11	0.4	2.2	2	-0.4	2.6	-0.7	-16	-3.7	-3	-2
O=C(NCCCNCc1ccccc1)c1ccc(/C=N/O)nc1	-2	0.1	2.5	0	0.4	-1.2	-1.4	-3	1.6	-2	2
C=CCOc1cccc(C2C(C(=O)c3cc4ccccc4o3)=C(O)C(=O)N2c2cc(C)on2)c1 (stereo not given)	-2	1.9	1.5	-8	-0.3	-0.7	-0.8	2	1.5	-2	-9
COc1ccc(C(=O)Nc2ccc3[nH]ccc3c2)cc1OC	-1	0.8	3.1	0	1.6	4.1	-0.6	-1	5.5	5	-9
Cc1nn(CC(=O)NCc2ccccc2)c(C)c1[N+](=O)[O-]	-6	-1.1	1.1	1	0.1	-1.6	-1.2	0	-2.3	1	3
CCOc1cccc(SCc2noc(C(=O)NC(C)C)c2C(=O)O)c1	-2	0.9	x	-5	0.1	x	0.2	-2	0.7	1	0
N#CCn1c(Cc2ccccc2)nc2ccccc2c1=O	-12	-0.5	-0.2	5	-0.2	2.5	-0.8	-3	-2.8	-4	-1
Cc1ccc(C(C(=O)NC(C)(C)C)N(Cc2cccnc2)C(=O)C(=O)NC2CCCCC2)o1 (stereo not given)	-3	2.2	-1.2	-1	-0.2	2.4	-1.7	2	2.2	2	-5
Cc1ccc(C(C)C)c(OCC(=O)Nc2ccccc2N2CCN(C)CC2)c1	4	0.6	0.8	-9	-0.4	1.1	-1.6	-11	-1.4	0	-18
COc1ccc(NS(=O)(=O)c2ccc(C)c(C(=O)NNC(=O)c3csc(N4CCOCC4)n3)c2)cc1	26*	-0.6	-1.3	-4	0.2	1.4	-0.8	-2	-1.3	-3	5
Cc1occc1C(=O)Nc1ccc2c(c1)OCCO2	1	2.5	3.8	0	2.0	1.1	-0.8	7	6.4	6	4
COc1ccc(C2(c3ccc(OC)cc3)NC(=O)N(CC(=O)N3CCOCC3)C2=O)cc1	-9	-0.2	-0.1	7	-0.3	-0.8	-1.2	3	-2.1	4	0
CCCN(CCC)Cc1c(C(=O)N/N=C/CCc2ccccc2)nnn1-c1nonc1N	11	-0.2	-1.4	0	0.6	1.6	-0.5	-3	-1.8	4	-1
COC(=O)[C@]12C[C@H](CC(=O)NCc3cccc(C(F)(F)F)c3)C(=O)N(Cc3cccc4ccccc34)C1=C[C@H](COCc1ccccc1)O[C@@H]2C	12	-2.2	x	-15	-1.4	x	-1.8	0	-2.4	-5	-6
COc1ccc(C(C(=O)NC(C)(C)C)N(C[C@H]2CC[C@@H]([C@@H]3CC[C@H](CO)O3)O2)C(=O)c2ccccc2)cc1 (stereo not given in full)	-11	0.4	-0.2	4	-0.4	4.4	-1.6	2	2.1	-3	6
CCCCC(=O)Nc1ccc2c(c1)nc1n2CCOC1	-2	0.5	2.9	4	0.1	2.2	-0.2	3	5.1	-1	-2
O=C(Nc1ccc(Cl)cc1)N(CCCN1CCOCC1)Cc1cccs1	9	-0.9	-0.5	-4	1.6	1.2	-1.6	-5	6.8	-1	-1
CC(C)c1nnc(NC(=O)CSc2ccccc2)s1	9	0.3	1.2	0	0.9	1.9	-0.6	0	4.2	4	8
Cc1cc(OC(=O)c2cccc(Br)c2)c([N+](=O)[O-])c(=O)[nH]1	-2	0.7	0.2	2	2.1	1.1	-0.7	-3	1.2	-1	5
CCCCCC1CCC(c2n[nH]c(=S)n2C)CC1 (stereo not given)	3	-2.1	-0.9	20*	1.1	0.9	-0.6	0	-2.2	-5	-7
Cc1ccc(Sc2ncccc2C(=O)O)cc1	-11	-1.2	-0.5	11	-0.1	2.8	-0.5	1	-2.1	-1	-6
